Screening results from PubChem.
Gli-Sufu block – blocks Gli-Sufu signaling in a luciferase reporter | Sufu-KO-LIGHT fibroblasts, Gli luciferase reporter luminescence | inhibition, % at 5 µM | actives 0.74% (n = 340,000) | AID 588413;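 active means inhibition above about 55%, limit read from the data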;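 further: 0% = DMSO-treated cells and 100% = wells with medium but no cells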
SENP7 inh – inhibitors of human SENP7 protease; Q9BQF6; recombinant SENP7, Z-RLRGG-aminoluciferin luminescence, 40 min; inhibition, % at 5 µM; actives 1.5% (n = 330,000);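 active means inhibition above about 50% at the single test dose, limit read from the data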;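 further: plate controls were DMSO with enzyme for no effect and no enzyme buffer wells for full effect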
Target sequence (Q9BQF6 706-1050 limits assumed): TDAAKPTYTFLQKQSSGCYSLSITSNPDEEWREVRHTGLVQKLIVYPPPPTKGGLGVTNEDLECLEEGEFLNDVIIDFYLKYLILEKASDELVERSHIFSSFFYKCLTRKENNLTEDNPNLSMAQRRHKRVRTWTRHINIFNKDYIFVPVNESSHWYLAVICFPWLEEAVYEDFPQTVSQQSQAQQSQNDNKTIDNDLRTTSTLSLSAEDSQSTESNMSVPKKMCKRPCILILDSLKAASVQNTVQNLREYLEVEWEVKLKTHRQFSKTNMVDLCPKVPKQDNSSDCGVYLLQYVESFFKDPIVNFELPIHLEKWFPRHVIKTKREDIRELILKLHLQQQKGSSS
697 NFkB inh – inhibitors of the PMA/ionomycin-induced NF-kB reporter in 697 B cells; 697 B-cell NF-kB luciferase reporter, 16 h; inhibition, % at 4 µM; actives 0.33% (n = 330,000); AID 435022; in the data active means inhibition above about 35%
HKDC1 inhibitor – blocks human hexokinase HKDC1 activity; AID 493160; Q2TB90; inhibition, % at 20 µM; actives 0.16% (n = 340,000); recombinant HKDC1, G6PDH/diaphorase resazurin coupled fluorescence;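 active means inhibition above about 35% when tested at 20 µM, limit read from the data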;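 further: plate controls were DMSO wells with enzyme for no effect and DMSO wells lacking enzyme for full effect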
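Test system: recombinant HKDC1 (HK5) hexokinase enzyme, produced in-house; Amount: enzyme 5 µg/mL final; Buffer or medium: Tris pH 8.0 buffer with MgCl2, Tween-20, BSA, BME; Reagent: glucose and ATP substrates; Doses: 20 µM test compound, 1% DMSO; Incubation: 90 min reaction incubation at room temperature, dark; Detection: resorufin fluorescence at 613 nm.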
UBC13 polyUb – human UBC13 polyubiquitination inhibition; P61088; inhibition, % at 20 µM; UBC13 polyubiquitin chain formation, TR-FRET; actives 0.47% (n = 330,000); in the data active means inhibition above about 45%, passing the limit was not always enough
Target sequence (P61088 whole entry, looked up): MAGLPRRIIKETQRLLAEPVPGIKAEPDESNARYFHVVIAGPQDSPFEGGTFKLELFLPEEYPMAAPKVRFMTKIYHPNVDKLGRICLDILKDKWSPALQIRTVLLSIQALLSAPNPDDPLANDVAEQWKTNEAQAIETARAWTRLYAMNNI
Jurkat NFkB inh – lowers PMA/ionomycin-induced NF-kB signal in Jurkat cells | actives 0.53% (n = 330,000) | PMA/ionomycin-induced NF-kB luciferase reporter, luminescence | inhibition, % at 4 µM
Apaf1 inhib – human Apaf-1 inhibition. O14727. reconstituted apoptosome caspase-3 activity, DEVD-Rh110 fluorescence. inhibition, % at 20 µM. actives 0.71% (n = 330,000). AID 489030; active means inhibition of at least 40% at 20 µM;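 further: plate controls were DMSO wells for no effect and DEVD-CHO caspase inhibitor wells for full effect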
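System: Apoptosome proteins | Medium: Hepes pH 7.5 with detergent and BSA | Also added: Cytochrome c trigger plus (Z-DEVD)2-Rh110 caspase-3 substrate | Incubation: 30 min compound preincubation, 50 min activation, room temperature | Detection: Rhodamine 110 fluorescence at Ex 480/Em 540 nm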
SENP8 inh – SENP8 protease inhibition. purified SENP8, Z-RLRGG-aminoluciferin cleavage, luminescence. Q96LD8. actives 1.2% (n = 330,000). inhibition, % at 10 µM
Target sequence (Q96LD8 whole entry, looked up): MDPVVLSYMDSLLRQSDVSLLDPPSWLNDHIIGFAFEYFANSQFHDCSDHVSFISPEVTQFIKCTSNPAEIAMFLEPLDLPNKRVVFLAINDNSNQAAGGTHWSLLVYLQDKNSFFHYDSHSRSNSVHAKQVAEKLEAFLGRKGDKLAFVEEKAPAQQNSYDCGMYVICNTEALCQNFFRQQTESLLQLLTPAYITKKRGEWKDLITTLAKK
Starred values were filed as active, the others as inactive. Unless noted, no stated cut-off is given here; in the data, active means inhibition above about 50%; inactive means the rest.

Codes: A = Gli-Sufu block; B = SENP7 inh; C = 697 NFkB inh; D = HKDC1 inhibitor; E = UBC13 polyUb; F = Jurkat NFkB inh; G = Apaf1 inhib; H = SENP8 inh
COc1ccc(CNC(=O)Cn2ccc(N)nc2=O)cc1
  A = -7; B = -6; C = 3; D = -8; E = -32; F = -19; G = -5; H = -9

COc1ccc(NC(=O)CN(c2ccc(F)cc2)S(=O)(=O)c2ccccc2)c(OC)c1
  A = 1; B = -1; C = -2; D = -3; E = 8; F = -6; G = 18; H = -6

Cc1ccc(NC(=O)CSc2n[nH]c(C)c2[N+](=O)[O-])cc1
  A = 2; B = 2; C = 5; D = -8; E = 7; F = 15; G = -10; H = 11

COc1cc(O)sc1C=Nc1ccc(Cl)cc1
  A = -28; B = 91*; C = -29; D = -5; E = -7; F = -20; G = -2; H = 82*

O=C(Nc1ccc(OC(F)(F)F)cc1)C1CCCN(S(=O)(=O)c2cccnc2)C1 (centres undefined)
  A = 0; B = 1; C = 8; D = 0; E = 2; F = -7; G = 15; H = -3

Cc1cc(C)c2sc(N(CCCN(C)C)C(=O)c3ccc(Br)s3)nc2c1
  A = -1; B = -2; C = 1; D = -1; E = 28; F = -4; G = -1; H = 1

CCCc1nn(C)c(C(N)=O)c1[N+](=O)[O-]
  A = -7; B = -6; C = 12; D = -4; E = 1; F = 8; G = 2; H = -8

O=C(Nc1cccc([N+](=O)[O-])c1)Nc1ccc(Cl)cn1
  A = -8; B = -6; C = 4; D = -9; E = 1; F = -10; G = -11; H = 10

CCCC(=O)Nc1nc(C)c(-c2csc(Nc3cc(OC)ccc3OC)n2)s1
  A = -9; B = 5; C = -27; D = 6; E = 1; F = -6; G = -12; H = -2

Cc1cccc(NC(=O)c2ccc(OCC(=O)NCc3ccccc3)cc2)c1C
  A = 3; B = -11; C = -5; D = -12; E = -14; F = -22; G = 9; H = -5

CCCSc1ncc(Cl)c(C(=O)Nc2ccc(S(=O)(=O)N3CC(C)OC(C)C3)cc2)n1 (centres undefined)
  A = 7; B = 3; C = -12; D = -5; E = 6; F = 4; G = 20; H = 6

Cc1nnsc1C(=O)N1CCCC(N2CCN(c3cccc(C(F)(F)F)c3)CC2)C1 (centres undefined)
  A = 15; B = -3; C = -11; D = 4; E = 7; F = 12; G = 1; H = 2

CC(C)C[C@H](NC(=O)N1CC(=O)Nc2ccccc21)C(=O)N[C@@H](Cc1c[nH]c2ccccc12)C(=O)O
  A = 1; B = 2; C = 15; D = -5; E = -1; F = -7; G = -7; H = 3

Cc1ccc(Cn2ccc(C3CC3)n2)cc1
  A = -50; B = 2; C = -35; D = -5; E = 7; F = -58; G = -8; H = 4

Cn1cc(C(=O)c2ccc(Cl)cc2Cl)cc1C(=O)N/N=C(\N)COc1cccc(C(F)(F)F)c1
  A = -6; B = 7; C = 1; D = -26; E = 5; F = 0; G = 15; H = 2

Cc1ccnc2nc(C(=O)OCC(=O)c3ccccc3)nn12
  A = -2; B = 0; C = 11; D = -7; E = -5; F = 1; G = -3; H = -5

CCC1(CC)C(=O)C2=C3C1[C@H](C(=O)OC)CC(C(=O)OC)C[C@H]3[C@H]1C(=O)N(c3ccccc3)C(=O)[C@H]1[C@H]2C (some centres undefined)
  A = -11; B = 1; C = 3; D = 2; E = 0; F = 10; G = -4; H = 8

COc1cc2cc(CN(CCCO)S(=O)(=O)c3ccccc3)c(=O)[nH]c2cc1OC
  A = -1; B = 3; C = 12; D = -5; E = 4; F = 29; G = -11; H = -8

CN(C)S(=O)(=O)N1CCN(Cc2ccccc2)CC1
  A = -4; B = 10; C = -1; D = -8; E = -4; F = -8; G = 2; H = -3

N#CCCN(C(=S)NC(=O)c1cccs1)c1ccccc1F
  A = 2; B = 8; C = 2; D = -3; E = 3; F = -12; G = 2; H = -8

O=C(CNC(=O)c1ccccc1F)NCCc1ccccc1F
  A = -16; B = -1; C = -5; D = -3; E = 0; F = -30; G = 1; H = 4

NC(=O)C1(N2CCCCC2)CCN(Cc2nc3ccccc3c(=O)[nH]2)CC1
  A = 0; B = 4; C = 20; D = -4; E = 1; F = 5; G = -15; H = 0

CCc1ccc(NC(=O)Cn2nc(C)c([N+](=O)[O-])c2C)cc1
  A = -2; B = -1; C = 10; D = 2; E = -2; F = -9; G = -2; H = -3

COc1ccccc1-c1cc(C(=O)N/N=C/c2ccoc2)c2ccccc2n1
  A = -8; B = 2; C = 4; D = -1; E = -6; F = 3; G = -12; H = -1

C=C1CCN(C(C)C(=O)OC)S(=O)(=O)c2ccccc21 (centres undefined)
  A = -27; B = 9; C = -8; D = -4; E = -12; F = -5; G = -3; H = -9

Arranged by value in UBC13 polyUb (high to low): three of the compounds above.
mol,UBC13 polyUb
COc1cc2cc(CN(CCCO)S(=O)(=O)c3ccccc3)c(=O)[nH]c2cc1OC,4
N#CCCN(C(=S)NC(=O)c1cccs1)c1ccccc1F,3
O=C(Nc1ccc(OC(F)(F)F)cc1)C1CCCN(S(=O)(=O)c2cccnc2)C1 (centres undefined),2

Back to the main list, starting 4 compounds before the break.
Codes: A = Gli-Sufu block; B = SENP7 inh; C = 697 NFkB inh; D = HKDC1 inhibitor; E = UBC13 polyUb; F = Jurkat NFkB inh; G = Apaf1 inhib; H = SENP8 inh
NC(=O)C1(N2CCCCC2)CCN(Cc2nc3ccccc3c(=O)[nH]2)CC1
  A = 0; B = 4; C = 20; D = -4; E = 1; F = 5; G = -15; H = 0

CCc1ccc(NC(=O)Cn2nc(C)c([N+](=O)[O-])c2C)cc1
  A = -2; B = -1; C = 10; D = 2; E = -2; F = -9; G = -2; H = -3

COc1ccccc1-c1cc(C(=O)N/N=C/c2ccoc2)c2ccccc2n1
  A = -8; B = 2; C = 4; D = -1; E = -6; F = 3; G = -12; H = -1

C=C1CCN(C(C)C(=O)OC)S(=O)(=O)c2ccccc21 (centres undefined)
  A = -27; B = 9; C = -8; D = -4; E = -12; F = -5; G = -3; H = -9

CCCCc1ccc(-c2ccc(Br)cc2O)nc1
  A = -103; B = 68*; C = -273; D = 2; E = 30; F = -213; G = 12; H = -5

CSc1nccc(Oc2ccccc2Cl)n1
  A = 0; B = 0; C = -22; D = -6; E = 4; F = -25; G = 0; H = -3

COc1ccc(NC(=O)CO/N=C2\CCCc3nonc32)cc1
  A = -1; B = 6; C = 13; D = -5; E = 3; F = 9; G = 0; H = -5

C=CCOC(=O)C1=C[C@H](C2CCCCC2)C[C@H](OCc2ccc(CO)cc2)O1
  A = 0; B = 1; C = 20; D = 0; E = -7; F = 16; G = 19; H = -1

CCOc1ccc(N(CC(=O)NCC2CCCO2)C(=O)CCC(=O)Nc2nccs2)cc1 (centres undefined)
  A = 0; B = -3; C = -2; D = 3; E = -4; F = 4; G = 8; H = -7

COC(=O)CC1=C(C(=O)OC)C(c2ccc3c(c2)OCO3)C(C#N)=C(N)O1 (centres undefined)
  A = 0; B = -3; C = 13; D = 1; E = 3; F = 7; G = -2; H = -2

Structures listed so far marked active in SENP7 inh.
SMILES | SENP7 inh | 697 NFkB inh | HKDC1 inhibitor | UBC13 polyUb | Jurkat NFkB inh
COc1cc(O)sc1C=Nc1ccc(Cl)cc1 | 91* | -29 | -5 | -7 | -20
CCCCc1ccc(-c2ccc(Br)cc2O)nc1 | 68* | -273 | 2 | 30 | -213

Compounds as they come; 3.6% or so of the library scored in one or more.
